CRE Fsk mod = CRE-bla signaling modulation under forskolin stimulation. CHO CRE-bla reporter (cAMP response element driving beta-lactamase), forskolin EC10, beta-lactamase ratio. Potency, µM (series often up to 38.2 µM), inactives show at the top dose activity change, negative = inhibition, most hits filed as activators. 71,000 compounds, 2.5% hits; active = well fitted activation curve with a large enough effect in the signal ratio, with a control signal flat, not every such curve was filed as active; inconclusive = small, poorly fitted or top-dose-only effect, or effect the other way, or a change in a side signal; the % refers to the signal ratio; also: potency is read from the fitted curve at half-maximal effect; % of control where 0% means no effect
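CRE-bla CHO reporter cells treated with compound titration plus EC10 NKH 477 (water-soluble forskolin), incubated 3 h at 37 °C; CCF4 loading 2 h at room temperature, 460/530 nm emission ratio read, AC50 values derived for positive or negative modulators.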
15-hLO inh = inhibitors of human 15-lipoxygenase (ALOX15) | Potency, µM (top dose mostly 57.1 µM), inactives show top-dose activity change, negative = inhibition, hits mostly inhibitors | purified 15hLO-1, xylenol orange hydroperoxide absorbance | AID 887 | P16050 | 74,000 compounds, 1.4% hits; also: potency is read from the fitted curve at half-maximal effect; % is scaled to controls: 0 for no effect and ±100 for the full control effect; nearly all actives have a fitted effect of over 55% in size
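Inhibition is scored from a chromogenic endpoint. After 15 min enzyme-compound contact, arachidonic acid (50 uM final) reacts 6 min with 40 nM 15hLO-1 at room temperature, then Fe-XO reagent is added for 30 min and absorbance ratio recorded.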
Rhodamine fluor = compound autofluorescence in rhodamine spectral region; Rhodamine-region fluorescence, 547/598 nm, Tris buffer; stronger effect = higher value; max dye-equivalent concentration, M; 59,000 compounds, 0.05% hits; in the data active = max dye-equivalent concentration above about 11 nM; inconclusive = between about 1.1 nM and that limit
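Compound fluorescence in 100 mM Tris, pH 8.0, read after 15 min at room temperature with 547 nm excitation and 598 nm emission. Output is dye-equivalent concentration from an on-plate rhodamine standard series.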
HADH2 inh = inhibitors of human HADH2 dehydrogenase; AID 886; Potency, µM (series often up to 57.1 µM), for inactives: at the highest dose activity change, negative = inhibition, usual class: inhibitors; 73,000 compounds, 3.4% hits; recombinant HADH2, NADH fluorescence, beta-hydroxybutyryl-CoA; Q99714; also: potency is read from the fitted curve at half-maximal effect; % is scaled to controls: 0 for no effect and ±100 for the full control effect; nearly all actives have a fitted effect of over 60% in size; many of its hits are not listed in these tables
Target sequence (Q99714 whole entry, looked up, one chain of several): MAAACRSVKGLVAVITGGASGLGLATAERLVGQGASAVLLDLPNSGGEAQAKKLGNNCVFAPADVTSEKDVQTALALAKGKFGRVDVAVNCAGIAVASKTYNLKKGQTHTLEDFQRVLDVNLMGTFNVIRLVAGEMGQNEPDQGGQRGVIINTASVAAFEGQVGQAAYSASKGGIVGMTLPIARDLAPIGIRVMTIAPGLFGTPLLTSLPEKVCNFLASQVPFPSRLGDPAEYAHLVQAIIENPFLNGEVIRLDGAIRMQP
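NADH fluorescence (ex 360/em 450 nm) read every 30 s for 4 min; activity taken as last-minus-first time point difference. Enzyme 20 nM, NAD+ 1 mM, beta-hydroxybutyryl-CoA 90 uM, pH 9.0 Tris buffer.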
HBB splicing = alters splicing of the hemoglobin beta chain. 65,000 compounds, 0.06% hits. HBB splicing reporter cell assay, activation; EGFP reporter with mutant IVS2-654 intron; response scale: normalised to 500 nM splice-correcting PNA. Potency, µM (top dose mostly 46.1 µM), for the others: at the top dose activation, most hits filed as activators; also: potency is read from the fitted curve at half-maximal effect; 0% is about no effect
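Compounds were applied for 2 days to HeLa EGFP-654 cells, 500/well in Optimem with 2% FCS. The reporter's EGFP is disrupted by mis-splicing of beta-globin intron IVS2-654. Readout: summed well GFP fluorescence from 488 nm laser scanning; reference was 500 nM antisense […] 654 PNA.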
ERK AVP block = blocks ERK signaling stimulated by vasopressin; Potency, µM (titrated, usually from 57.5 µM), without a hit: at the highest dose activity, negative = inhibition, actives largely listed as inhibitors; 72,000 compounds, 0.99% hits; HEK293-V1b, vasopressin-stimulated pERK AlphaScreen; also: potency is read from the fitted curve at half-maximal effect; % is scaled to controls: 0 for no effect and ±100 for the full control effect; nearly all actives have a fitted effect of over 55% in size
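V1b-HEK293 cells; cpd 30 min 37C; 25 nM vasopressin 5 min; lyse 10 min; AlphaScreen beads 5 hr RT. Normalized to DMSO basal and 25 nM vasopressin; AC50 by Hill fit.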
FLuc inh = blocks Photinus pyralis firefly luciferase activity; P08659; purified firefly luciferase, luminescence, 8 min; Potency, µM (highest dose often 57.1 µM), for the others: at the top dose activity change, negative = inhibition, hits mostly inhibitors; 72,000 compounds, 2.2% hits; also: potency is read from the fitted curve at half-maximal effect; % is scaled to controls: 0 for no effect and ±100 for the full control effect; nearly all actives have a fitted effect of over 40% in size
Target sequence (P08659 whole entry, looked up): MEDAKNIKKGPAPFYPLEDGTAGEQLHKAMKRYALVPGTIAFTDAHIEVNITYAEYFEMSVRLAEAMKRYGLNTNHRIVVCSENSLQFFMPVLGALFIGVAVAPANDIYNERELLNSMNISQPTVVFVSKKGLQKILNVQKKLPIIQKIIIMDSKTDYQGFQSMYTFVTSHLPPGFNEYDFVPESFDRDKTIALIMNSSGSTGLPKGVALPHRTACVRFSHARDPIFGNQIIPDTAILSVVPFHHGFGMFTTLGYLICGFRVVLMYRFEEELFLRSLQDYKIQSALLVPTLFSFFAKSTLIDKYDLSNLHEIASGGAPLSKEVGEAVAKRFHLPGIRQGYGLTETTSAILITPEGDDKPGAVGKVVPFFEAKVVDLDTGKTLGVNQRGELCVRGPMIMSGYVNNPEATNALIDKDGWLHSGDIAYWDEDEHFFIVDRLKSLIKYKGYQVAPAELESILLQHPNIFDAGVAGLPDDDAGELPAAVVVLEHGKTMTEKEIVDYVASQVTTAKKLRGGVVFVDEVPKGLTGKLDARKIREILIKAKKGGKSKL
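Titration-based qHTS; buffer 50 mM imidazole pH 7.2, 50 mM KCl, 7 mM MgCl2, 10 uM ATP, 0.01% Tween 20, 0.05% BSA; luciferase/luciferin detector mix added after compound; 8 min, ambient; luminescence.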
Texas Red fluor = compound fluoresces in the Texas Red spectral region; Compound fluorescence, Texas Red channel, 547/618 nm; stronger effect = higher value; max dye-equivalent concentration, M; 59,000 compounds, 0.06% hits; in the data active = max dye-equivalent concentration above about 10 nM; inconclusive = between about 1.1 nM and that limit
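Compound titrations in 100 mM Tris pH 8.0 were incubated 15 min at room temperature and read at 547 nm excitation / 618 nm emission. Texas Red six-point standard curve on each plate converted fluorescence to dye-equivalent concentration.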
Pol III holo inh = inhibitors of bacterial DNA polymerase III holoenzyme; reconstituted DNA polymerase III holoenzyme replication, biochemical; Potency, µM (series often up to 57.1 µM), for the others: top-dose activity change, negative = inhibition; 71,000 compounds, 0.25% hits; AID 603; also: potency is read from the fitted curve at half-maximal effect; % is scaled to controls: 0 for no effect and ±100 for the full control effect
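Reconstituted *E. coli* holoenzyme (0.35 nM Pol III, 1 nM beta, 154 nM SSB, 2 nM primase) was preincubated with compound for 15 min at RT. Synthesis on 1.4 nM ssM13Gori ran 35 min, then was stopped with PicoGreen/EDTA and read as dsDNA fluorescence.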
Tau fil binding = binds recombinant human tau filaments; 71,000 compounds, 2% hits; recombinant tau filaments, thioflavin S fluorescence, 15 h; filaments grown with octadecylsulfate alongside compound; Potency, µM (top dose mostly 57.1 µM), for the others: at the top dose activity change, negative = inhibition; AID 596;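 also: potency is read from the fitted curve at half-maximal effect; % is scaled to controls: 0 for no effect and ±100 for the full control effect; actives lower thioflavin S fluorescence by blocking filaments or displacing dye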
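Thioflavine S fluorescence (ex 450, em 510 nm) reports filaments formed from 1 uM human tau plus 30 uM ODS over 15 h at 37 C (10 mM HEPES pH 7.4, 100 mM NaCl, 5 mM DTT); compounds displacing dye or blocking filaments lower signal.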
Hsp90 Hop PPI = changes Hsp90-Hop TPR2A binding signal, up or down; AlphaScreen TPR2A-His6 binding biotin-Hsp90 C-terminal peptide; Potency, µM (doses to about 57 µM), without a hit: top-dose activity change, negative = inhibition; 71,000 compounds, 0.44% hits; active = well fitted curve in either direction with a large enough effect; inconclusive = small, poorly fitted or top-dose-only effect, or another doubt; also: potency is read from the fitted curve at half-maximal effect; % is scaled to controls: 0 for no effect and ±100 for the full control effect; many of its hits are not listed in these tables
* hit, by the source's call; i = inactive; u = inconclusive; x = not tested or not shown; [ ] = remark or other dose. Unless noted, calls follow the shape of the dose curve; as a rule, active = well fitted curve in the direction sought with a large enough effect; inconclusive = small, poorly fitted or top-dose-only effect, or another doubt; inactive = no such curve, though single readings can be large; an effect the other way counts as inactive or inconclusive.

SMILES	CRE Fsk mod	15-hLO inh	Rhodamine fluor	HADH2 inh	HBB splicing	ERK AVP block	FLuc inh	Texas Red fluor	Pol III holo inh	Tau fil binding	Hsp90 Hop PPI
COc1cccc(NS(=O)(=O)c2ccc(Br)s2)c1	-6%	-5%	i	0%	0.9%	11%	-3%	i	-5%	-8%	-6%
COc1ccccc1-c1nnc(SCC(=O)Nc2nc(-c3ccccc3)cs2)n1C	-17%	-11%	i	-6%	x	u	-4%	u	-2%	32%	-12%
CC1(C)CC(=O)C(C=Nc2ccncc2)=C(O)C1	24%	1%	x	4%	0.2%[9.22 µM]	4%	2%	x	-2%	194%	-1%
O=C(c1ccc(-c2ccccc2)cc1)N1CCCC1	-13%	2%	x	-7%	-0.2%[9.22 µM]	37%[activator]	-3%	x	-1%	1%	-4%
O=C(Nc1ccc(Br)cc1F)c1ccc2c(c1)N(Cc1ccccc1)C(=O)CS2=O (stereo not given)	8%	-13%	x	-17%	-1.0%	-8%	-7%	x	-2%	-1%	-3%
O=C(CN1C(=O)c2cccc3cccc1c23)NCc1cccnc1	1%	3%	i	-3%	0.3%	-3%	1%	i	1%	7%	-3%
O=C(CNS(=O)(=O)c1cccc(C(F)(F)F)c1)Nc1ccccc1F	-8%	-1%	i	8%	-0.7%	5%	1%	u	-21%	-5%	4%
CCOc1ccc(C2C=C(c3ccc(C)cc3)Nc3ncnn32)cc1 (stereo not given)	u	-5%	i	u	-0.2%[1.84 µM]	-1%	-2%	u	-3%	i	11%
Nc1nc(Cl)cc(NCCO)n1	-4%[7.6 µM]	-7%[11.4 µM]	i	6%[11.4 µM]	12%[9.22 µM]	-2%[11.5 µM]	0%[11.4 µM]	i	-12%[11.4 µM]	10%[11.4 µM]	0%[11 µM]
COc1ccc(CCNC(=O)COc2ccc(S(=O)(=O)N3CCOCC3)cc2)cc1	-17%	5%	i	10%	-2.9%	-2%	-37%	i	-3%	10%	-2%
CCCc1cc(=O)oc2cc(Oc3ncccn3)ccc12	-16%	2%	i	u	-0.5%	9%	-2%	i	3%	5%	0%
CCOC(=O)c1cnc(-n2nc(C)cc2C)nc1N1CCOCC1	u	72%[activator]	i	4%	7.1%[1.84 µM]	0%	1%	i	-4%	2%	u
CCNc1ncc2nc(-c3ccc(F)cc3)c(=O)n(C[C@H]3CCCO3)c2n1	2.5µM*	-10%	i	0%	-0.2%	-24%	1%[11.4 µM]	i	-5%	8%	0%
N#Cc1ccccc1Sc1ccccc1C(=O)OCc1nnc(-c2ccccc2)o1	-10%	-20%	i	2%	-3.8%	29%	-6%	i	-1%	48%	17%
COc1ccc2occ(C(=O)c3coc4ccc(O)c(CN(C)C)c34)c2c1	-20%	u	i	-1%	-0.6%	u	-4%	i	-7%	-29%	-25%
CC1(C)NC(=O)N(CC(O)COc2ccc(-c3ccccc3)cc2)C1=O (stereo not given)	-4%	15%	i	-3%	0.3%[57.5 µM]	-18%	-3%	i	-2%	-1%	-1%
Cc1ccc(C(=O)c2nocc2C(=O)c2cccs2)cc1	10%	-5%	i	-6%	-0.8%	6%	-4%	i	-1%	3%	9%
CCCC(=O)NCCc1cc2ccc(OC)cc2[nH]c1=O	-19%	3%	i	-28%	1.2%	18%	1%	i	-8%	5%	-3%
O=C(NCCNC[C@@H](O)COc1ccc(O)cc1)N1CCOCC1	-14%	-12%[25.6 µM]	i	u	0.5%[20.6 µM]	-1%	0%	i	-6%	u	4%
CC(=O)c1c(C)[nH]c(C(=O)N2CCN(c3ncccn3)CC2)c1C	-5%	-1%	x	-3%	-0.7%	-14%	0%	x	-10%	-10%	0%
CCCN(CCC)c1nc2ccccc2n2c(C)nnc12	0%	u	i	-3%	-0.4%	-20%	0%	i	-8%	35%	1%
O=C(Oc1cccc(C(=O)N2CCOCC2)c1)c1ccc(Br)cc1	-3%	0%	x	-5%	1.3%	-9%	0%	x	1%	-7%	-2%
Nc1nc(SCc2ccc(Cl)cc2Cl)n[nH]1	8%	-5%	i	0%	-0.5%	-13%	-4%	i	-4%	7%	-2%
COc1ccc2[nH]cc(CCNc3ccnc(-c4cccnc4)n3)c2c1	18%	-1%	i	-11%	1.5%	-23%	-7%[2.29 µM]	u	-1%	-19%	-17%
CC(C)C[C@@H](CC(=O)N[C@H](CC(=O)N[C@@H]1CCCC[C@H]1C(=O)N[C@H](CC(=O)N[C@@H](CCC(=O)O)CC(=O)O)Cc1ccccc1)C(C)C)NC(=O)[C@@H]1CCCC[C@H]1N	u	x	x	-9%	1.0%	x	x	x	-5%	-8%	-4%
CCc1cccc(NC(=O)c2ccc(Br)o2)c1	-22%	-4%	i	-13%	-0.1%	-12%	-13%	i	5%	-16%	4%
COc1ccccc1OCCNC(=O)c1ccccc1C	-1%	9%	i	8%	1.7%	-11%	-2%	i	-4%	-2%	-2%
COCCCN1C(=O)C(=O)/C(=C(/O)c2ccc3c(c2)CC(C)O3)C1c1cccnc1 (stereo not given)	1%	4%	i	45%[activator]	-0.2%	-8%	1%	i	0%	6%	-2%
CC(C)C(C)(C#N)NC(=O)CSc1nnc(-c2ccncc2)n1Cc1ccccc1 (stereo not given)	1%	7%	i	4%	-0.5%	-1%	1%	u	10%	64%	-3%
COCCNCC#CCOc1ccc(OC)cc1	1%	5%	i	-2%	3.5%	5%	1%	i	-4%	2%	-3%
O=C(O)CSc1ccc(N=C=S)cc1	-7%[7.6 µM]	3%[11.4 µM]	i	u	0.0%[9.22 µM]	0%[11.5 µM]	2%[11.4 µM]	i	-11%[11.4 µM]	1%[11.4 µM]	0%[11 µM]
COc1ccc(CC(=O)Nc2ccc(-c3noc(COc4ccccc4C)n3)cc2)cc1	-18%	-3%	i	11%	-0.3%	7%	4%	i	-9%	15%	-1%
CC(C)[C@H](NC(=O)Nc1ccc(Oc2ccccc2)cc1)C(=O)O	-2%	-14%	i	6%	-4.6%[57.5 µM]	-28%	-8%	i	-5%	-5%	0%
COc1ccc(OC)c(NC(=O)CCCN2C(=O)C3C4C=CC(C4)C3C2=O)c1 (stereo not given)	19%	10%	i	1%	-6.2%	11%	1%	u	0%	-20%	4%
COc1ccc(CN2C(=O)c3cccnc3C2Nc2cc(Cl)c(OC)cc2OC)cc1 (stereo not given)	u	u	i	u	2.5%	-21%	-1%	i	1%	u	-14%
CC1=C/C(=C(/c2ccc(O)c(C)c2)c2ccccc2C(=O)O)C=CC1=O	-10%[7.6 µM]	-14%[11.4 µM]	i	-29%[11.4 µM]	2.8%[9.22 µM]	23%[11.5 µM]	2%[11.4 µM]	i	-13%[11.4 µM]	3%[11.4 µM]	-2%[11 µM]
O=c1cc(-c2ccc(Cl)c(Cl)c2)[nH][nH]1	u	-22%	i	1%	-1.4%	-6%	-3%	i	-5%	-25%	-4%
Cc1cc(C)c2c(n1)nn1c(N3CCN(c4cccc(Cl)c4)CC3)cc(C)nc21	u	3%	i	10%	3.7%	30%	3%	i	-10%	13%	u
O=C(NCc1ccco1)c1cccc2c1C(=O)N(C1CCCCC1)C2	-6%	-3%	i	4%	-0.7%	1%	-1%	i	0%	-3%	-16%
CCN1CCCC1CN(Cc1cc2cc(C)cc(C)c2[nH]c1=O)C(=O)Nc1ccccc1OC (stereo not given)	u	6%	i	-4%	1.0%	1%	u	u	-6%	-7%	-4%
CCCN(CCC(=O)Nc1ccccc1F)CC1CC1	u	7%[11.4 µM]	x	2%[11.4 µM]	-0.5%[0.0738 µM]	-20%	1%	x	-4%[11.4 µM]	-4%[11.4 µM]	-2%[11 µM]
C[C@@H]1/C=C\CC(=O)OC[C@H](C)C(=O)N2CCC[C@@H]2C(=O)OC1	x	5%[11.4 µM]	x	-7%[11.4 µM]	0.0%[9.22 µM]	8%[11.5 µM]	0%[11.4 µM]	x	x	x	x
COC(=O)c1ccc2c(=O)n3c(nc2c1)SCC(c1ccccc1)=N3	12%	-6%	x	u	-0.1%	x	-7%	x	-6%	u	-3%

High-throughput results deposited in PubChem by National Center for Advancing Translational Sciences (NCATS).

Some of the compounds tested; count on the stated rates, not on these rows.
